Bioassay records as filed in PubChem.
aDG glyco up: alpha-DG glycosylation activation; Pro5-aDG cells, alpha-DG glycosylation AlphaScreen (IIH6); 0% Pro5, 100% B10-LARGE cell signal; activation, % at 10 µM; 0.22% of 360,000 active;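 active = activation of at least 8% versus controls, or a plate z-score of at least 8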;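 note: Pro5 are CHO cells carrying HIG-tagged alpha-DG that lacks glycosylation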
MC4R ag barr: activates human MC4R beta-arrestin recruitment; U2OS MC4R beta-arrestin complementation, luminescence; percent of melanotan II response, DMSO zero; 0.98% of 360,000 active; activation, % at 8.9 µM; AID 540308; P32245;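 active = activation above a per-plate cutoff, the mean activation of sample wells on that plate plus 3 SD, cut at about 8% in these data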
iPSC survival up: enhancers of human iPSC single-cell survival. hiPSC single-cell survival, ATPlite luminescence; 100% = ROCK inhibitor wells, 0% = DMSO. 0.044% of 360,000 active. survival enhancement, % at 20 µM; in the data active = survival enhancement above about 18%;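 note: cells exposed to compounds for 16 hours before the ATP read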
Granule exo inh: blocks lytic granule exocytosis; TALL-104 LAMP-1 surface exposure, flow cytometry; cells stimulated with thapsigargin and PMA; inhibition, % at 10 µM; 0.66% of 360,000 active;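 active = inhibition above about 55%, limit read from the data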
Cardio protect: myocardial damage modulation in H9c2 cells; protection from H2O2 cell death, % at 20 µM; AID 588492; 0.63% of 360,000 active; H9c2 cardiomyocytes, H2O2 injury protection, ATPLite, 2 h;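 active = compounds giving at least 50% protection of heart cells from peroxide-induced death in the single-dose screen, raw or plate-pattern-corrected value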;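 note: 0% = DMSO wells with peroxide and 100% = DMSO wells without peroxide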
Glyco luc inh: blocks N-linked glycosylation in D54 reporter cells. D54 ERlucT glycosylation luciferase reporter, 24 h; percent of 100 nM tunicamycin response. reporter increase, % at 12.5 µM. 0.23% of 360,000 active. AID 588692;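 active = mean luciferase reporter signal, scaled so untreated is 0 and the glycosylation-blocking control 100, at or above a set limit in every replicate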;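 note: luciferase carries N-glycosylation sites so blocking glycosylation raises the light; 0% = median of neutral control wells and 100% = median of 100 nM tunicamycin wells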
m5-HT2A agonist: activates the mouse 5-HT2A serotonin receptor; 0.66% of 360,000 active; CHO-K1 mHTR2A beta-arrestin complementation, luminescence; percent of 30 µM serotonin response; AID 624169; P35363; activation, % at 7.6 µM;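 active = activation above a run cutoff, the mean activation of all tested compounds plus 3 SD, cut at about 14% in these data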;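 note: 0% = plate median of compound wells and 100% = 30 µM serotonin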
ABHD5-PLIN5 inh: blocks binding of human ABHD5 to perilipin-5; inhibition, % at 4 µM; 0.78% of 360,000 active; Split G. princeps luciferase complementation, luminescence, 4 h; Q00G26+Q8WTS1;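 active = inhibition above the mean inhibition across every tested compound plus 3 SD, cut at about 22% in these data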;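 note: 0% = DMSO only wells and the 100% control is not disclosed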
MC4R antag cAMP: human MC4R antagonism in cAMP assay | 0.48% of 360,000 active | inhibition, % at 6.5 µM | MC4R-expressing cells, MTII-stimulated cAMP, LANCE TR-FRET;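 active = inhibition above its plate's cutoff, the mean of tested wells on that plate plus 3 SD, cut at about 29% in these data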;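 note: 0% = Melanotan II alone and 100% = Melanotan II plus saturating MCL0020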
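Assay system: U2OS-MC4R stable cell line; Also added: Melanotan II; Technique: Eu-cAMP/anti-cAMP TR-FRET, emission 671 nm; Times: 30-min compound, 1-h challenge, 1-h detection, room temperature.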
ABCB6 inh 2: human ABCB6 transporter inhibition | fluorescence ratio to DMSO, % at 10 µM | AID 602162 | K562-ABCB6 porphyrin accumulation, flow cytometry, 1 h; stronger effect = lower value | 0.19% of 360,000 active;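 active = fluorescence ratio to DMSO below 75%, the collection mean minus 3 SD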;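 note: signal is porphyrin accumulated inside mitochondria; 100% equals median channel fluorescence of DMSO control wells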
Target sequence (Q9NP58 whole entry, looked up): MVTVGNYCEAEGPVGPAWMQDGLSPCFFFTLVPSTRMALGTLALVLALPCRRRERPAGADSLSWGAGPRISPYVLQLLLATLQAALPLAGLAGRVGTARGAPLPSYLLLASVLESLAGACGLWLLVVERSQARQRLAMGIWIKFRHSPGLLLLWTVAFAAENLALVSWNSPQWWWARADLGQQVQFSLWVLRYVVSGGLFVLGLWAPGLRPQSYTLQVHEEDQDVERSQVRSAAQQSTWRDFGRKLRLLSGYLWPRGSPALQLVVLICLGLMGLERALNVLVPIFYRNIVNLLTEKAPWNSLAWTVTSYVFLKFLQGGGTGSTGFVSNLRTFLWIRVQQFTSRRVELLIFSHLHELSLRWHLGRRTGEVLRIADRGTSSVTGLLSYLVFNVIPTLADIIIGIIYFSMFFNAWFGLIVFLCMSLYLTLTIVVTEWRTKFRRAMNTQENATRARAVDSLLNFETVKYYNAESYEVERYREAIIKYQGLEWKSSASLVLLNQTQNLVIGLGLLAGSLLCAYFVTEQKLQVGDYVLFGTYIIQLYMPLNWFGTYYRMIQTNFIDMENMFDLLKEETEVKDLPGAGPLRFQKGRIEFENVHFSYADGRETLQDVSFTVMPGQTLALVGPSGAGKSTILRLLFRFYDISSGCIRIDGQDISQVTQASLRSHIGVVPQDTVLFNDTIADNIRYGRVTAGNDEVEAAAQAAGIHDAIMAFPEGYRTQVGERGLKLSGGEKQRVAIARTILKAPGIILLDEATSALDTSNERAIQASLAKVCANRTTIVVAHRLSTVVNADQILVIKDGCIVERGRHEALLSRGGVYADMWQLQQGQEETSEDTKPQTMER
Starred values were filed as active, the others as inactive; nt = not tested or not shown; & = joins results of further samples.

SMILES	aDG glyco up	MC4R ag barr	iPSC survival up	Granule exo inh	Cardio protect	Glyco luc inh	m5-HT2A agonist	ABHD5-PLIN5 inh	MC4R antag cAMP	ABCB6 inh 2
COc1cc(C(=O)N2CC(C)OC(C)C2)c([N+](=O)[O-])cc1OC (stereo not drawn)	0.0	-1.5	-1.0	-2	-5	2	2	7	3	101
O=C(NCCS(=O)(=O)N1CCN(c2ccccc2F)CC1)c1cccs1	-0.1	-0.2	1.1	-2	-2	-1	5	8	7	101
CCCCn1c(CN2CCN(c3cccc(Cl)c3)CC2)nc2c1c(=O)n(C)c(=O)n2C	1.1	-0.7	0.0	2	-14	-3	4	-3	14	95
COc1nc(OC)nc(N(C)CCO)n1	-0.3	-2.5	0.5	-6	-1	3	0	-4	-2	209
CC(=O)Nc1cccc(NC(=O)Nc2cccc(F)c2)c1	-0.2	1.8	1.5	-2	3	1	2	-2	22	101
CCOC(=O)CSc1nc2ccccc2c(=O)n1CC1COc2ccccc2O1 (stereo not drawn)	0.9	-1.5	1.5	-2	14	-1	2	0	7	96
COc1cc(C(=O)OCCN2CCOCC2)ccc1O	-0.3	-2.2	-0.5	0	7	2	1	2	0	96
N#Cc1nc(-c2ccccc2)oc1NCc1ccco1	-0.1	1.4	0.0	3	-28	2	3	-4	2	90
Cc1ccc(CN2CCN(C(=O)CCc3ccccc3)CC2)cc1	0.0	-0.8	-0.5	0	1	-1	1	8	-2	97
CCC(=O)N1N=C(c2ccc(NS(=O)(=O)CC)cc2)CC1c1ccc(C)cc1 (stereo not drawn)	0.1	-0.7	-2.5	-3	2	0	1	-4	11	87
COc1ccc(CNc2nc(NCc3ccc(OC)cc3)n(S(C)(=O)=O)n2)cc1	-0.1	-0.7	5.5	0	-3	1	0	-2	1	97
Cc1cnc(NC(=O)CCCSc2nc3ccccc3s2)s1	0.2	2.9	0.0	3	0	4	4	-3	8	96
COc1ccccc1CNC(=O)C1CCN(S(C)(=O)=O)CC1	-0.1	-1.7	1.7	-1	0	1	11	0	7	93
O=C1c2ccccc2NC(c2cccc([N+](=O)[O-])c2)N1CCc1ccccc1 (stereo not drawn)	0.0	-1.4	-0.4	76*	-9	-1	-9	-4	-4	95
O=C(C1CCCN(S(=O)(=O)Cc2ccccc2)C1)N1CCC(Cc2ccccc2)CC1 (stereo not drawn)	0.2	1.4	-0.6	10	0	-3	0	-8	1	107
C=CCn1c(SCC(=O)NC(=O)NCC(C)C)nnc1C1CCCCC1	0.4	-0.6	2.5	-2	4	0	1	0	6	98
Cc1cccc(NC(=O)Cc2ccc(Br)cc2)n1	0.0	-0.7	0.6	-6	-1	1	-1	-3	20	100
O=C(COC(=O)c1cccnc1Nc1ccccc1F)NCCN1C(=O)CSC1=O	0.0	-1.5	1.3	-2	4	-1	-2	5	4	96
CC(C)CN(C1CCS(=O)(=O)C1)S(=O)(=O)c1ccc2ccccc2c1 (stereo not drawn)	0.1	-0.2	-0.5	-3	-8	0	1	2	-1	95
C/C(=N\NC(=O)c1ccc(-n2cnnn2)cc1)c1ccc(Cl)cc1	0.1	-1.6	-0.5	-1	6	1	4	0	6	101
COc1ccc2[nH]c(C)c(C(=O)CN3CCN(C/C=C/c4ccccc4)CC3)c2c1	1.0	-0.2	-1.4	-3	4	0	-4	7	-6	99
Cc1ccc2c(c1)C(=O)C(=O)N2CCCOc1ccccc1C	0.2	-2.4	-2.4	52	-6	-2	1	5	-26	94
COc1ccc(S(=O)(=O)Nc2ccc3cn[nH]c3c2)cc1[N+](=O)[O-]	0.8	-0.4	-0.4	-2	0	2	6	11	2	99
C#CCO[C@@H]1C[C@H](n2cnc3c(NC(=O)c4ccccc4)ncnc32)O[C@@H]1CO	0.0	-1.0	-3.0	1	-1	1	-1	0	-3	90
CN(CC(=O)NCc1ccccc1)Cc1cccc(F)c1	0.1	-2.1	-0.8	2	-1	0	-5	2	12	96
CC(=O)c1ccc(N2CCN(C(=O)CCc3ccccc3)CC2)cc1	0.0	-0.4	-0.7	6	2	0	6	-2	-1	101
CSCC[C@H](NC(=O)C(C)Oc1ccc(Cl)cc1)c1nc2ccccc2[nH]1 (stereo partly drawn)	0.3	-4.0	-0.4	0	0	-3	-4	0	18	104
COCc1c(C(=O)OCc2c(C)noc2C)oc2ccccc12	0.0	-2.7	-0.4	3	-7	-1	-2	3	0	93
CCn1c(SCC(=O)N/N=C/C=C/c2ccco2)nnc1-c1ccc(OC)cc1	0.2	-2.0	-1.1	0	3	1	7	30*	7	98
Cc1cc(S(=O)(=O)N2CCN(C(=O)c3ccco3)CC2)ccc1F	0.2	-0.8	0.5	-2	6	-2	2	-3	-6	99
CC1CCCN(S(=O)(=O)Cc2ccc(Cl)cc2)C1 (stereo not drawn)	0.0	-0.1	2.5	-2	-4	1	-2	-6	-2	94
CC(C)CCNC(=O)NC(=O)COC(=O)C1=COCCO1	0.2	0.4	-2.3	-4	-2	3	2	-2	2	95
CC1CCC2(CC1)NC(=O)N(CC(=O)c1ccc3c(c1)OCO3)C2=O (stereo not drawn)	0.0	-1.9	-0.3	10	-5	nt	3	-2	-5	96
CN(C)c1ccc(CCc2ccc(N)cc2)cc1	-0.2	-0.3	0.1	-4	-7	-1	-3	4	11	105
Cc1ccnc(NC(=O)c2ccc(N3C(=O)CCC3=O)cc2)c1	-0.4	-2.3	-1.1	-2	-25	1	1	4	7	88
Cc1ccc(OCCCC(=O)N2CCN(S(=O)(=O)c3cccc(F)c3)CC2)cc1	-0.2	1.9	-0.6	-7	-3	0	1	1	3	113
Cc1ccc(S(=O)(=O)Nc2nc(CN3CCOCC3)nc3sc(C)c(C)c23)cc1	0.0	0.8	1.4	3	7	0	-2	-2	6	98
O=C(CSc1ccsc1[N+](=O)[O-])N1CCN(c2ccccc2)CC1	-0.2	-0.9	-0.2	2	-3	3	-8	-1	19	103
Brc1ccc(-c2csc(N3CCOCC3)n2)cc1	-0.3	-0.4	-0.1	2	-14	-2	1	1	9	98
COC(=O)c1ccc(C)c(NC(=O)c2ccc(Cn3cc([N+](=O)[O-])cn3)o2)c1	-0.1	-0.4	0.2	-2	21	-1	-1	-3	2	99

Next part (four carried over from the part before).
SMILES	aDG glyco up	MC4R ag barr	iPSC survival up	Granule exo inh	Cardio protect	Glyco luc inh	m5-HT2A agonist	ABHD5-PLIN5 inh	MC4R antag cAMP	ABCB6 inh 2
Cc1ccc(S(=O)(=O)Nc2nc(CN3CCOCC3)nc3sc(C)c(C)c23)cc1	0.0	0.8	1.4	3	7	0	-2	-2	6	98
O=C(CSc1ccsc1[N+](=O)[O-])N1CCN(c2ccccc2)CC1	-0.2	-0.9	-0.2	2	-3	3	-8	-1	19	103
Brc1ccc(-c2csc(N3CCOCC3)n2)cc1	-0.3	-0.4	-0.1	2	-14	-2	1	1	9	98
COC(=O)c1ccc(C)c(NC(=O)c2ccc(Cn3cc([N+](=O)[O-])cn3)o2)c1	-0.1	-0.4	0.2	-2	21	-1	-1	-3	2	99
O=C(CCc1c[nH]c2ccccc12)NCc1cccc(Cl)c1	-0.1	0.9	0.7	23	2	4	-5	-12	-3	99
COc1ccccc1NC(=O)CCSc1nc(C)cs1	0.0	-1.3	0.4	-8	2	2	0	0	-3	93
O=C(CC(Cc1ccccc1)C(=O)O)Nc1ccc(Cl)c(Cl)c1 (stereo not drawn)	-0.2	-0.1	-0.4	6	0	-1	-8	5	-1	95
CCOC(=O)C1=C(C)NC(C)=C(C(=O)OCC)C1C(=O)OCC(=O)NC	0.1	-2.2	-0.5	-1	-4	2	-1	2	14	97
COc1ccc(NS(=O)(=O)c2ccc(C)c(C(=O)NCC(c3ccco3)N(C)C)c2)cc1 (stereo not drawn)	0.1	-0.1	-0.2	-1	0	-1	16*	0	1	94
Cc1cc(C)cc(NC(=O)C2CCCN2C(=O)Oc2ccccc2)c1 (stereo not drawn)	0.4	0.9	2.3	2	11	-1	-1	7	16	107
CCNC(=S)N1CCc2cc(OC)c(OC)cc2C1COc1ccccc1OC (stereo not drawn)	-0.1	-0.5	-0.3	19	4	-2	-6	2	12	97
Cc1cc(C)c2c(c1)OC(O)(C(F)F)CC2=O (stereo not drawn)	0.2	0.5	3.3	0	4	0	2	-4	-2	95
Cn1c(=O)[nH]c(=O)c2c1nc(NCCCn1ccnc1)n2Cc1ccc(F)cc1	-0.2	-0.5	3.3	-2	-13	2	2	0	5	98
Cc1ccc(C(=O)Nc2cc3c(oc2=O)CCCC3=O)cc1	-0.3	-2.0	-1.2	-2	1	0	7	2	6	104
CCc1cc(C(=O)Nc2ccc(C)cc2Br)cs1	0.1	-0.2	4.7	0	-11	-3	0	-2	4	101
O=C(c1ccccc1)N(CCCl)C(=O)N(CCCl)C(=O)c1ccccc1	-0.2	-0.6	4.8	-1	-1	1	-2	-1	-6	194
COc1ccc2cc3[n+](cc2c1OC)CCc1cc2c(cc1-3)OCO2	0.2&-0.2	0.0&1.5	-1.2&-3.9	-1&0	nt	0&-1	-3&4	5&11	-22&-17	130&132
CN1CCN(c2ccc(CNC[C@H]3O[C@@H](n4cnc5c(=O)[nH]c(N)nc54)[C@H](O)[C@@H]3O)c(S(C)(=O)=O)c2)CC1	-0.2	nt	1.6	4	5	0	-2	4	nt	102
O=c1oc(-c2ccccc2NS(=O)(=O)c2ccc(F)cc2)nc2ccccc12	0.2	0.6	-0.1	-1	8	1	-2	3	20	101
CCCCn1c(N)c(N(CC(C)C)C(=O)c2ccc3c(c2)NC(=O)C(C)S3)c(=O)[nH]c1=O (stereo not drawn)	0.1	-3.9	1.0	45	6	1	-1	3	1	103
COc1cc(OC)cc(C(=O)NNC(=O)Cc2cccs2)c1	0.0	-2.7	0.7	2	8	3	6	-3	4	92
CN1C(=O)/C(=C/c2ccco2)SC1=Nc1ccc(N2CCOCC2)cc1	-0.4	-1.7	-1.7	-5	0	2	5	0	2	90
COc1ccc(-c2nc(C#N)c(NCc3ccc(F)cc3)o2)cc1OC	0.2	-2.2	1.0	32	17	-4	-4	2	-10	108
Cc1cccc(-c2cc3nc(C)cc(=O)n3[nH]2)c1	0.4	-0.6	0.5	8	2	3	-2	2	-1	98
C=CCn1c(SCC(=O)NCCc2ccccc2)nnc1C1CC1	0.4	-2.4	-0.6	-18	-2	0	2	3	6	98
CCCCCn1nc(C(=O)N(CC(C)C)c2c(N)n(CCCC)c(=O)[nH]c2=O)c2ccccc2c1=O	0.3	2.4	0.6	4	8	1	2	15	8	101
CCOc1ccc(/C=C2\SC(=S)N(CC(=O)N(CCO)C(C)(C)C)C2=O)cc1	-0.1	0.1	0.5	-4	-3	-3	3	0	12	97
O=C(Nc1cccc(C(F)(F)F)c1)C1Cc2c(-c3ccccc3Oc3ccccc3)ccnc2O1 (stereo not drawn)	0.8	1.4	0.7	4	-22	-4	-1	-2	5	87
Cc1cc(C(=O)CSc2nncs2)c(C)n1-c1ccc2c(c1)OCO2	0.5	-1.8	1.2	4	-12	-3	-1	-5	-2	99
CCCCN(C)C(=O)c1nc2ccccn2c1CN1CCN(C(=O)c2cccs2)CC1	0.1	-2.8	1.9	-6	5	3	0	5	18	99
